Screening data deposited in PubChem by several laboratories.
GalR3 antag: blocks the human galanin receptor 3; O60755; AID 651719; HEK293 GalR3-CNG cAMP membrane potential fluorescence; galR3 body fused to GalR1 C-terminus; inhibition, % at 3 µM; 0.44% of 360,000 active;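 active = inhibition above the screen-wide average plus 3 SD, cut at about 13% in these data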;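 note: forskolin and galanin both at EC90 stimulate the cells; cAMP rise reported by CNG channel membrane potential dye signal; 0% = forskolin plus galanin with DMSO and 100% = forskolin alone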
Target sequence (O60755 1-299 limits assumed): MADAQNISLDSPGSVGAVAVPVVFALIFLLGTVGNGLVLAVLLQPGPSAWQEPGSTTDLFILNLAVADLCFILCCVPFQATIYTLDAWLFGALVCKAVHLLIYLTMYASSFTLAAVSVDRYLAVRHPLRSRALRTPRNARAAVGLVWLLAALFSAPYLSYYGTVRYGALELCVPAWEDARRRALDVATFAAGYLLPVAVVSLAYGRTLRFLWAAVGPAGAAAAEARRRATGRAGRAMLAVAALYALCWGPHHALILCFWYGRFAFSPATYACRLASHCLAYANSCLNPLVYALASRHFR
NALP1 yeast inh: inhibitors of NALP1 inflammasome in yeast; inhibition, % at 10 µM; S. cerevisiae NALP1/ASC/caspase-1 growth, X-gal OD620, 72 h; 0.61% of 280,000 active; AID 2071; in the data active = inhibition mostly above about 24%, no sharp cut-off; inactive = mostly below about 32%; note: some compounds called inactive have numbers as strong as hits
OXTR potentiate: human OXTR potentiation | P30559 | CHO-OTR cells, Fluo-8 calcium fluorescence, potentiator mode; 0% = oxytocin EC15, 100% = EC100 | activation, % at 3 µM | 0.061% of 320,000 active | AID 2445;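 active = activation above that plate's cutoff, the mean activation of tested compounds plus 3 SD, cut at about 6.6% in these data, passing the limit was not always enough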;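 note: 100% uses oxytocin at 75 nM as the full agonist control; some results filed as inactive read as strong as hits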
Target sequence (P30559 whole entry, looked up): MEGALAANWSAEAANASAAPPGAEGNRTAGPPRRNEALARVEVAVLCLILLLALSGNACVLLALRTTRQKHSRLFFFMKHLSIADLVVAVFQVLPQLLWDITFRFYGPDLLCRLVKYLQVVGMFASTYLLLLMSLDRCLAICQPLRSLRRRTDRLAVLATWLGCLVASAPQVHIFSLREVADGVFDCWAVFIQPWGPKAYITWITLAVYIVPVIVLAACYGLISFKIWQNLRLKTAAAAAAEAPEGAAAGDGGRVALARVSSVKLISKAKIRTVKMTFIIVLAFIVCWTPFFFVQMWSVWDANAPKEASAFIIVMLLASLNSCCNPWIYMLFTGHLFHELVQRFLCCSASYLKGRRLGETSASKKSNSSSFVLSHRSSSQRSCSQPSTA
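System: human OTR in CHO cells / Also added: sub-maximal oxytocin, roughly EC15 / Control set: EC15 oxytocin low, 75 nM oxytocin high / Schedule: 6 min compound pre-incubation at room temperature, 100 s kinetic read / Compound: single-point 3.0 µM / Replication: singlicate / Technique: Fluo-8 calcium dye fluorescence / Read-out basis: % activation of max/min ratio relative to oxytocin controls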
V1aR counter: activates human V1a receptor in oxytocin agonist counter-screen | CHO-V1R cells, Fluo-8 calcium fluorescence, agonist mode; 0% DMSO, 100% 3 nM vasopressin | activation, % at 3 µM | 0.25% of 320,000 active;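 active = activation above the mean activation of all tested compounds plus 3 SD, per screening run, cut at about 20% in these data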;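 note: signal is peak over basal fluorescence ratio across a 100 second FLIPR read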
GPR7 antagonist: blocks human GPR7 receptor signaling | P48145 | GPR7-expressing cells, fluorescence antagonist assay | inhibition, % at 4.4 µM | 1.1% of 290,000 active; in the data active = inhibition above about 16%, passing the limit was not always enough;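 note: cells stimulated with the agonist NPW; 0% = agonist with vehicle and 100% = vehicle without agonist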
Target sequence (P48145 whole entry, looked up): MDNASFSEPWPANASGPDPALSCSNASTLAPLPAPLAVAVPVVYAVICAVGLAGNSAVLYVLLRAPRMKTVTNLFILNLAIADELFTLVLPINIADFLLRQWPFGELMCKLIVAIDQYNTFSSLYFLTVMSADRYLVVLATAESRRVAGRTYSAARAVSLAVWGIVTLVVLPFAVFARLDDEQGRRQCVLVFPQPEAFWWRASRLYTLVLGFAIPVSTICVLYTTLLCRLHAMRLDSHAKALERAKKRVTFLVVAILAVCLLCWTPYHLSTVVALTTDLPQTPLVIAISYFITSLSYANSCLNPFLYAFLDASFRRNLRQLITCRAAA
OXTR ag: human OXTR agonism; 0.32% of 320,000 active; P30559; activation, % at 3 µM; CHO-OTR cells, Fluo-8 calcium fluorescence; normalized: DMSO 0%, oxytocin 100%; AID 2435;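 active = activation above the mean of all tested compounds plus 3 SD, cutoff set per screening run, cut at about 20% in these data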;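 note: peak over basal fluorescence ratio from a 100 s FLIPR kinetic read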
MEKK2 WT-MEK5: raises or lowers MEK5 binding to wildtype human MEKK2 PB1 domain; Q9Y2U5; bead flow cytometry, Alexa488-MEK5 binding to MEKK2 WT; actives lie on both sides; binding response (% of control), % at 10 µM; 1.1% of 290,000 active; AID 1531; in the data active = binding response below about 67% or above about 130%
M18AAP inhibitor: PfM18AAP enzyme inhibition; recombinant PfM18AAP, H-Glu-NHMec fluorogenic cleavage; inhibition, % at 7.35 µM; 1.2% of 290,000 active;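 active = inhibition above the campaign mean inhibition over all tested compounds plus 3 SD, cut at about 28% in these data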;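 note: 0% = plate median of test compound wells and 100% = 2 mM ZnCl2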
MEKK2 mut-MEK5: signal of MEK5 binding to mutant human MEKK2 PB1 domain. bead flow cytometry, Alexa488-MEK5 binding to MEKK2 mutant. percent response, % at 10 µM. 0.35% of 290,000 active. AID 1530; in the data active = percent response above about 24%, passing the limit was not always enough; note: inactives centre near 1; some results filed as inactive read as strong as hits
Starred values were filed as active, the others as inactive; x = not tested or not shown; [ ] = another dose, or the depositor's remark. No enrichment for hits, and some 4.1% of all compounds hit somewhere here.

The line under a structure holds: GalR3 antag	NALP1 yeast inh	OXTR potentiate	V1aR counter	GPR7 antagonist	OXTR ag	MEKK2 WT-MEK5	M18AAP inhibitor	MEKK2 mut-MEK5
O=S(=O)(c1ccccc1)N1c2cc(Cl)ccc2Oc2nc3ccccc3nc21
→ 1	-7	-3	-0.5	-9	-0.8	103	10	3
C=CCNC(=O)c1ccc(OC)cc1OC
→ 0	32	-5	-0.1	-5	-1.2	114	-14	2
O=C(NCC(=O)N1CCCC(C(F)(F)F)C1)c1ccc(Oc2ccccc2)cc1 (stereo unspecified)
→ 5	-4	-7	5.8	-9	1.0	106	-3	13
CCOc1ccc(NC(=O)c2[nH]c(C)c(C(C)=O)c2C)cc1
→ -10	-9	-9	4.2	-6	1.2	109	4	6
O=C(OCc1c(-c2ccccc2)ncc2ccccc12)N1CCOCC1
→ 0	x	2	-0.7	x	-0.8	x	x	x
Cc1cc(C)cc(NS(=O)(=O)c2c(C)[nH]c(=O)[nH]c2=O)c1
→ -13	11	x	x	-5	x	106	-9	10
COc1ccc(NC(=O)NC2CCCCCCC2)cc1OC
→ -3	11	-3	0.5	-7	0.0	97	-3	-6
CCC(=O)Nc1ccc(S(=O)(=O)Nc2c(C)nc3nc[nH]n3c2=O)cc1
→ -9	1	-1	0.1	6	-0.4	99	3	-3
COc1ccc(C(CNC(=O)c2cccc(NS(=O)(=O)c3ccc(C)c(F)c3)c2)N2CCCC2)cc1 (stereo unspecified)
→ -3	x	-3	0.5	x	1.0	x	x	x
O=C(c1cc(-c2ccccc2)nc2ccccc12)N1N=C(C(F)F)CC1(O)C(F)F (stereo unspecified)
→ -3	x	-2	1.4	-9	0.8	93	-2	-4
CCCc1nc2c(nnn2Cc2ccccc2)c(=O)[nH]1
→ x	14	-2	-0.5	-6	-0.1	109	3	6
C#CCn1cc(/C=N/NC(=O)c2cc3ccccc3o2)c2ccccc21
→ 2	29	-14	0.4	-5	0.2	96	-6	-2
O=C(COc1ccc(F)cc1)Nc1nnc(C2CC2)s1
→ -5	x	4	-0.8	x	-0.5	x	x	x
O=C(Cn1cnc2ccccc2c1=O)NCCCN1CCCC1=O
→ -6	x	-6	0.8	x	0.9	x	x	x
O=C(Cn1nnc(-c2cccc(C(F)(F)F)c2)n1)NC(=O)NCc1ccco1
→ -4	16	-1	-0.5	-10	-0.6	105	2	1
Cc1ccc(-c2cc(C(=O)NCc3ccco3)c3ccccc3n2)s1
→ 3	29	-3	-0.3	-7	-1.5	100	5	-1
Cc1cccc(-n2nc3c(c2NC(=O)c2ccc(Br)o2)CSC3)c1C
→ -4	23	-4	-0.1	-4	-1.5	94	-2	-5
CSc1nnc(-c2sccc2OCc2ccccc2)n1C
→ 4	0	3	-0.7	-5	1.1	103	-3	4
O=C(/C=C/c1cccs1)Nc1cccc(NC(=O)/C=C/c2cccs2)n1
→ -7	30	-8	0.9	-5	-1.0	110	1	20
CC(Sc1c[nH]c2ccccc12)C(=O)O (stereo unspecified)
→ -1	21	1	0.3	11	1.4	105	12	3
Oc1ccccc1-c1nc(NC2CCCC2)c2ccccc2n1
→ -12	24	-10	-0.2	-15	-0.9	107	-1	3
O=C(CN1C(=O)c2ccc([N+](=O)[O-])cc2C1=O)NC1CCS(=O)(=O)C1 (stereo unspecified)
→ -1	x	2	1.4	x	1.1	x	x	x
Oc1ccc2ccccc2c1CNc1ccccn1
→ -11	12	-16	-0.5	-9	-0.3	106	-4	3
COC(=O)c1ccc(CON2C(=O)c3ccccc3C2=O)cc1
→ -3	25	-4	0.5	-5	-0.7	102	5	3
O=C(CN1C(=O)COc2ccccc21)N1CCCc2ccccc21
→ x	-2	-2	0.3	-18	1.8	105	-2	4
COCCNC(=O)c1cc(-c2ccccc2C)nn1CC1CC(c2cccnc2)=NO1 (stereo unspecified)
→ 0	x	-5	1.2	x	0.1	x	x	x
CC(C)(C)NC(=O)Cn1c(=O)oc2ccc(Cl)cc21
→ 1	2	-4	-0.4	0	-0.5	103	5	7
NC(=O)NC(=O)CSc1nc2cc([N+](=O)[O-])ccc2n1-c1cccc(C(F)(F)F)c1
→ -9	x	4	-1.0	-5	0.2	110	0	2
CCCn1c(SCCN2C(=O)c3ccccc3C2=O)n[nH]c1=O
→ -5	2	-1	-0.1	-4	0.4	89	10	-6
CCCC1Cc2c(sc3nc(SC)nc(N)c23)CO1 (stereo unspecified)
→ -3	-2	-6	0.4	-13	0.7	101	-4	-1
COc1ccc(-c2nn(C)c(=O)[nH]2)cc1
→ -8	-13	-7	5.5	-12	-1.4	98	-2	0
Cc1ccc(-c2nc(-c3ccccn3)no2)cc1[N+](=O)[O-]
→ -7	0	-8	2.3	8	1.5	112	-3	16
Cn1c(=O)c(NCCc2ccccc2)c2c3c(cccc31)C(=O)c1ccccc1-2
→ -5	-3	-17	279*	64*	213*	62*[inhibitor]	-11	-16
O=C(CN1CCC(NC(=O)c2ccc(Br)cc2)CC1)NCc1cccs1
→ 1	14	-3	0.0	3	8.2	91	-3	-12
CCOc1ccc(C(=O)N2CCN(c3cnn(-c4ccccc4)c(=O)c3Cl)CC2)cc1
→ -4	-11	-10	0.2	-5	-1.3	101	4	7
O=C(Nc1cc(S(=O)(=O)Nc2ccccc2Cl)ccc1O)c1cc2c(s1)CCCC2
→ -1	x	-3	2.7	-14	5.6	105	1	1
CCN(CC)c1nc(-c2ccc(C(=O)NN)cc2)nc(-c2ccc(C(=O)NN)cc2)n1
→ -11	-1	x	x	-26	x	106	4	8
CC1=C(C(=O)Nc2ccccn2)C(c2ccccc2)n2ncnc2N1 (stereo unspecified)
→ -2	24	2	1.6	-4	-0.2	100	-2	2
COc1ccc(-c2noc(-c3ccc(Br)o3)n2)cc1
→ -3	7	-6	-0.2	2	-0.8	103	-6	12
COc1cccc(/C=N/n2c(C)nc3ccccc32)c1OC
→ -3	16	-2	0.1	-9	-1.3	97	-4	-1
O=C1C=C(c2ccc(C(=O)O)cc2)C[C@@H](c2ccc(Cl)cc2)C1
→ -2	x	-9	0.8	x	3.0	x	x	x
Cc1ccc(NC2SC(=O)N(Cc3cccc(C(=O)O)c3)C2=O)c(C)c1 (stereo unspecified)
→ 0	-16	-4	0.5	-13	0.6	102	-7	-2
COCCN1CC(C(=O)N2CCC(Oc3ccccc3OC)CC2)CCC1=O (stereo unspecified)
→ -2	14	-2	1.3	-12	0.9	107	-11	10
COC/C=C/C1=CC2=CC(=O)C(C)(OC(=O)c3ccco3)C(=O)C2=CO1 (stereo unspecified)
→ x	1	-14	0.8	x	-0.9	72*[inhibitor]	x	-9
O=c1[nH]c(=O)n(Cc2ccc(Oc3ccccc3)cc2)cc1Br
→ -11	-11	-7	4.3	19	4.4	106	-4	6
O=C(CN1C(=O)NC2(CCCCCC2)C1=O)c1ccc2c(c1)OCCO2
→ 1	-5	2	1.1	-11	1.8	96	6	0
Fc1ccccc1COc1ccccc1CNCc1ccncc1
→ -11	17	-4	2.5	0	2.6	107	1	8
O=Cc1cn(-c2ccccc2)nc1-c1ccc2c(c1)OCCO2
→ -7	-19	-11	-1.0	-5	-2.3	102	-7	8
CCOc1cc(N2CCOCC2)c(OCC)cc1NC(=O)CCS(=O)(=O)c1ccc(Cl)cc1
→ -3	10	-4	0.5	2	0.2	100	15	2
Cc1occc1-c1nnc(SCC(=O)N2CCOCC2)n1CCc1ccccc1
→ -3	30	-3	0.9	-5	0.3	111	0	5
Cc1ccc(-n2c(SCc3ccc([N+](=O)[O-])cc3)nc3ccccc3c2=O)cc1
→ -4	12	-1	-0.1	16	0.0	96	-5	4
CCCc1cc(=O)[nH]c(SCC(=O)c2cc(C)n(CC(F)(F)F)c2C)n1
→ 5	-13	-22	0.1	-9	0.2	106	6	0
CCCCc1nc(Cl)c(C#N)c2c1CCC2
→ -5	x	1	-0.3	0	-3.4	97	6	0
O=C(COc1ccc(Cl)cc1)NCc1nnc(SCC(=O)N2CCCC2)o1
→ -6	12	2	0.9	-20	0.0	103	1	2
CC(=O)c1ccc(N2CCN(C(=O)/C=C/c3ccc4ccccc4n3)CC2)cc1
→ -3	3	-6	2.3	-1	-1.6	96	6	-1
O=C(NCc1cccc(OC(F)(F)F)c1)c1cccc2c1C(=O)c1ccc(-c3ccc(F)cc3OCc3ccccc3)cc1S2(=O)=O
→ 2	x	-1	1.0	x	1.2	x	x	x
CN(C)c1ccnc2sc3c(SCc4ccc(Cl)cc4)ncnc3c12
→ -5	26	0	0.6	-8	-1.0	99	3	-1
Cc1ccc(-c2csc(/C(C#N)=C(\O)CCl)n2)cc1
→ -1	14	x	x	4	x	104	-1	-2
Cc1cc(C(=O)CS(=O)(=O)c2ccc(F)cc2)cc(C)c1O
→ -5	3	-11	1.6	-11	1.7	105	3	3
Cc1ccc(-c2nn(-c3ccccc3)cc2C(=O)N2CCOCC2)cc1
→ -4	-1	-14	-0.3	-17	-2.2	83	4	-5

More records
The line under a structure holds: GalR3 antag	NALP1 yeast inh	OXTR potentiate	V1aR counter	GPR7 antagonist	OXTR ag	MEKK2 WT-MEK5	M18AAP inhibitor	MEKK2 mut-MEK5
O=C1c2ccccc2C(=O)N1CC(O)COc1ccc(Br)cc1 (stereo unspecified)
→ -3	-1	3	0.5	-8	2.6	115	5	11
O=C(NN=C1CCCCCC1)c1ccncc1
→ -1	16	x	x	4	x	102	2	-3
O=C(NCc1ccco1)C(c1ccccc1)N(C(=O)Cc1cccs1)c1ccccc1 (stereo unspecified)
→ -2	1	-16	2.1	-7	12	102	3	7
CC(C)(C)Nc1nc(Oc2ccc(=O)[nH]n2)nc(N2CCOCC2)n1
→ -9	-1	-8	2.3	-6	0.3	88	4	-2
COCCn1c(-c2ccccc2)csc1=Nc1cccnc1
→ -8	-16	-11	2.0	-4	-0.9	103	-12	0
Cc1ccc(C)c(C(=O)CCC(=O)Nc2ccc(F)cc2)c1
→ -11	-8	-2	-0.1	-5	-1.3	112	1	7
Cc1ccccc1OCC(=O)OCC(=O)NCCc1ccccc1
→ -3	x	5	-0.1	x	-1.3	x	x	x
O=C(CN1CCN(C(=O)CNC(=O)c2ccc3c(c2)OCO3)CC1)Nc1cccc(F)c1
→ -3	x	3	0.2	x	-1.5	x	x	x
Oc1ccc(-c2[nH]ncc2-c2cnn(-c3ccccc3)c2)c(O)c1
→ 12	9	-17	3.8	4	0.2	91	11	-3
CC1(C)CC(=O)c2sc(NC(=O)c3cccs3)nc2C1
→ -6	8	-3	0.3	-3	0.4	105	-6	3
CC1=C(C)CC(C(=O)NCc2ccccn2)C(C(=O)O)C1 (stereo unspecified)
→ -6	0	-12	1.8	-5	0.4	99	-7	2
CCCn1nc(C(=O)Nc2cc(S(=O)(=O)Nc3ccc(OC)cc3)ccc2O)c2ccccc2c1=O
→ -5	x	-5	-0.5	x	-0.6	x	x	x
COC(=O)Cn1cc(/C=C(/C#N)C(=O)N2CCOCC2)c2ccccc21
→ -3	11	-3	0.8	-6	-0.6	91	4	-8
CCOC(=O)C(NC(=O)NCc1ccc(OC)cc1)(OCC)C(F)(F)F (stereo unspecified)
→ 0	8	-9	0.0	3	-0.3	97	2	1
